Source: PubChem (several laboratories)
HIV RNase H inh: blocks HIV-1 RNase H cleavage of RNA/DNA duplex; P04585; hit rate 1.9% among 65,000; AID 565; inhibition, % at 10 µM; RT-RNase H RNA/DNA duplex cleavage, fluorescence; in the data active = inhibition above about 50%
RmlCD inh mix: mixture blocks RmlC and RmlD coupled enzyme activity. inhibition, % at 5.5 µM. hit rate 0.39% among 110,000. RmlC/RmlD coupled enzyme inhibition, 384-well mixture HTS. AID 1532; in the data active = inhibition above about 30%, passing the limit was not always enough; also: strong numbers were not always called active
An asterisk follows results filed as active; / = no result given.

SMILES	HIV RNase H inh	RmlCD inh mix
c1cncc(-c2nnc(-c3ccco3)o2)c1	-7	-10
Cc1cc(C)n(-c2ccc(C(=O)OCC(=O)NCc3ccco3)cc2)n1	1	16
COc1ccc(/C(N)=N/OC(=O)c2cc(-c3ccccc3)nc3ccccc23)cc1	/	-2
O=C(CSc1nnc(COc2ccccc2)n1Cc1ccco1)NCc1ccco1	0	10
Cc1ccc(NC2=C(C(=O)c3ccccc3)N(C)S(=O)(=O)c3ccccc32)cc1	/	-14
O=C(O)CCCc1ccc(N(CCCl)CCCl)cc1	-2	-1
O=C(N/N=C/c1ccc(F)c(F)c1)c1cc2c(s1)-c1ccccc1CC2	/	-111
COc1cccc(C2C(C(=O)c3cc4ccccc4o3)=C(O)C(=O)N2c2cc(C)on2)c1OC (centres undefined)	-21	/
CC(=O)N1CCN(c2nc(-c3ccco3)c3c(c2C#N)CC(C)(C)SC3)CC1	/	-35
CSc1nnc(-c2cc3c(-c4ccccc4)nn(C)c3s2)n1C	/	43
COc1cc(C=O)cc(OC)c1OS(=O)(=O)c1ccc(NC(C)=O)cc1	/	8
CC(C)CC(NS(=O)(=O)c1ccc2c(c1)oc(=O)n2C)C(=O)NCc1cccnc1 (centres undefined)	0	-2
Cc1ccc(-c2cc(-c3ccccc3)[nH]c(=S)c2C#N)cc1	/	0
Cc1ccc(NC2=C(N3CCOCC3)C(=O)c3ccccc3C2=O)cc1	/	-2
Cc1nn(Cc2cccc(C(=O)NC34CC5CC(CC(C5)C3)C4)c2)c(C)c1Br	/	4
Cn1c(=O)c2c(nc(Sc3ncccn3)n2Cc2ccc(Cl)cc2)n(C)c1=O	-17	-13
Cc1nc(N2CCN(S(=O)(=O)c3ccccc3)CC2)c2c3c(sc2n1)CC(C)CC3 (centres undefined)	/	-53
O=C(Nc1ccc2c(c1)OCO2)c1ccc(Br)s1	0	10
COc1ccc(N(C(C)=O)S(=O)(=O)c2cc(OC)ccc2OC)cc1	-22	-4
COc1ccc(C2(NC(C)=O)CCN(C(=O)CCC(=O)O)CC2)cc1	-2	-44
COC(=O)c1ccccc1NC(NC(=O)c1ccco1)C(=O)c1ccccc1 (centres undefined)	-1	1
O=C1C2CC=CCC2C(=O)N1CNc1ccccc1 (centres undefined)	/	10
CCN(CC)CCN1C(=O)C(=O)/C(=C(/O)c2ccc(OC)cc2)C1c1ccco1 (centres undefined)	-8	/
CCOc1ccc(OCC)c(NC(=O)CN(C)S(=O)(=O)c2cccc3nsnc23)c1	-19	-10
COC(=O)CC1=C(C)C(=O)CC2C(C)(C)CCCC12C (centres undefined)	-18	-183
O=C(O)CC1=C(O)C(=O)N(c2ccccc2)C1c1ccccc1 (centres undefined)	-3	3
CCOc1ccc2c(=O)c(Oc3ccccc3OCC)coc2c1	/	4
COc1ccccc1NC(=O)CCN1C(=O)C2CC=C(Cl)CC2C1=O (centres undefined)	-31	9
O=S(=O)(Nc1ccc(F)cc1)N1CCCCCC1	-14	-20
COc1cc2cc(C)nc(Cc3cccc4ccccc34)c2cc1OC	/	-9
Cc1cc(C)nc(N2CCCC(C(=O)NCCc3cccc(F)c3)C2)n1 (centres undefined)	-6	-12
CC(=O)c1ccc(-n2c(CCC(=O)O)ccc2-c2cccs2)cc1	/	8
CCCn1c(=N)c(C(=O)NCc2ccc3c(c2)OCO3)cc2c(=O)n3cccc(C)c3nc21	-5	-38
CCOP(=S)(OCC)c1ccc(N(C)C)cc1	-31	-11
CC(C)(C)NC(=O)CN(Cc1cccnc1)C(=O)c1csnn1	7	14
OC(CNc1nc2ccccc2s1)c1ccccc1 (centres undefined)	-5	8
COCC(=O)/C=C1\Sc2ccccc2N1C	17	12
CCn1c(NCc2cc(Br)ccc2NS(=O)(=O)c2ccc(C)cc2)nc2ccccc21	/	5
CCOC(=O)COc1ccccc1-c1ccno1	/	-11
COC(=O)C1=C(C)N(CCCC(=O)O)C(=O)NC1c1cccc2ccccc12 (centres undefined)	/	5
Cc1oc2ccc(OC(=O)N(C)C)cc2c1C(=O)OC(C)C	-10	-8
Cc1cc(Nc2nc3ccccc3nc2Cl)n(-c2ccccc2)n1	/	162
CCOC(=O)c1[nH]c2ccc(C)cc2c1N=CN(CC)CC	-4	-9
CCOC(=O)C[C@H]1c2cc(C(F)(F)F)ccc2S(=O)(=O)N1Cc1ccccc1	/	-10
Cn1c(=O)c2c(nc(NCCc3ccccc3)n2Cc2ccccc2)n(C)c1=O	-9	6
Cc1cc(NS(=O)(=O)c2ccccc2)c(C)c(Cl)c1O	80*	21
CC(NC(=O)Cc1cccs1)C(c1cccs1)N1CCN(c2ccccc2F)CC1 (centres undefined)	3	-6
C=CCNC(=S)NNC(=O)c1cccn(Cc2cccc(Cl)c2)c1=O	/	15
CCCCCOC(=O)c1ccc(N2C(=O)C3C4C=CC(C4)C3C2=O)cc1 (centres undefined)	/	66
CCCC(=O)Nc1cc(C)c(NC(=O)c2ccccn2)cn1	-7	8
O=C(CSc1nnc(COc2ccccc2)n1-c1ccccc1)c1cccs1	-41	-10
O=C(N1CCOCC1)N1CCOCC1	1	2
COC(=O)C1=C(C)N(CC(C)C)C(=O)C1	/	-5
c1ccc2c(c1)OCC(c1nnc3n1-c1ccccc1SC3)O2 (centres undefined)	-27	3
CC(C)CSc1nnc2[nH]c(=O)cc(N)n12	-4	9
O=C(O)/C=C/c1cn(Cc2ccccc2)nc1-c1ccccc1	/	-8
CC(C)[C@@H]1C=C(C(=O)O)O[C@H](OCCCCO)C1	/	-5
Cc1ccc(SC(C)C(=O)Nc2ncn[nH]2)cc1 (centres undefined)	-14	-12
O=C1CC(=O)N(CCc2ccccc2)C(=O)N1CCc1ccccc1	5	6
CC(C)(C)n1nnnc1CN1CCC(NC(=O)NC2CCCCC2)CC1	6	-6
The listing continues.
SMILES	HIV RNase H inh	RmlCD inh mix
CCc1nn(CCCC(=O)N2CCc3ccccc3C2)c(=O)c2cc3occc3n12	-36	1
O=C(NCCCN1CCOCC1)C1COc2ccccc2O1 (centres undefined)	/	1
CC(=O)NC1(c2ccc(F)cc2)CCN(C(=O)Nc2ccc(F)cc2F)CC1	/	-8
COc1ccc(CN(C(=O)c2nsc(Cl)c2Cl)C(C(=O)NC2CCCCC2)c2ccc(OC)cc2)cc1 (centres undefined)	/	-13
COc1ccc(-c2ccc(N(C)C)cc2)cc1[C@H]1[C@@H]2C=CCC[C@@]2(C)C(=O)N1Cc1ccccc1	/	-4
CCC(C)/C=C(C)/C=C/C1=CC2=C(Cl)C(=O)C(C)(OC(C)=O)C(=O)C2=CO1 (centres undefined)	/	33*
CCOC(=O)c1ccc(NC(=O)CSc2nnc(-c3cccs3)n2C)cc1	-10	-1
NC1=NC[C@H](Cc2ccc(O)cc2)N1CCc1cc(C(F)(F)F)cc(C(F)(F)F)c1	/	4
COCCNC(=O)C(=O)N/N=C/c1ccccc1C(F)(F)F	/	12
O=C(Nc1ccccc1O)c1cc(S(=O)(=O)N2CCOCC2)c(Cl)cc1Cl	3	-3
CCOc1ccc(C(C)=O)cc1COC(=O)C1=COCCO1	-83	5
Cc1ccc(-n2nnnc2-c2ccco2)cc1	/	-7
COCCCNC(=O)C(Cc1ccccc1)NS(=O)(=O)c1ccc2c(c1)c(=O)n(C)c(=O)n2C (centres undefined)	4	-7
CC(C)=CCCC(C)CN(C)CCc1ccccn1 (centres undefined)	-5	-9
[O-][n+]1c2ccc3nonc3c2nn1-c1ccccc1Cl	-6	/
CC(C)CCCC(C)NS(=O)(=O)Cc1ccccc1 (centres undefined)	/	-6
Cc1nn(Cc2c(F)c(F)c(F)c(F)c2F)c(C)c1NC(=O)c1c([N+](=O)[O-])c(C)nn1C	/	-15
COc1ccccc1NC=C1C(=O)OC2(CCCCC2)OC1=O	-18	-6
COc1cccc(-c2cc(C(F)(F)F)nc(NCc3ccco3)n2)c1	-7	-6
Cc1ccc(C)c2[nH]c(=O)c(CN(Cc3nnnn3C3CCCCC3)CC3CCCO3)cc12 (centres undefined)	-8	10
C=CCOc1ccc(CN(C)CC(=O)N(CC(C)C)c2c(N)n(CC(C)C)c(=O)[nH]c2=O)cc1	3	-32
Cc1ccc(C(=O)Nc2nc3c(s2)CCCC3)o1	0	-9
Cn1ncc(N=Cc2c(O)ccc3ccccc23)c1C(=O)N1CCOCC1	-4	10
Cc1c(C(=O)N2CCOCC2)[nH]c2c1C(=O)CC(c1ccc(Cl)cc1)C2 (centres undefined)	-1	4
O=[N+]([O-])c1ccc(N2CCN(CCOc3nonc3-c3ccccc3)CC2)c(Cl)c1	/	-8
O=C(Nc1ccc2nc3n(c(=O)c2c1)CCCCC3)c1ccccn1	-7	-7
CCCCCCc1cc2cc(S(=O)(=O)c3ccc(C)cc3)c(=O)oc2cc1O	/	12
O=C(Cc1cn2ccsc2n1)NCCc1ccc(F)cc1	-10	-2
Cc1ccc2nc(-c3cccc(N)c3)oc2c1	/	9
CCc1ccc(OCC(=O)NCCN(C)C)c(Br)c1	-18	/
CC(C)(C)c1nnc(NC(=O)NS(=O)(=O)c2ccccc2)s1	/	4
Nc1c(C(=O)c2ccccc2)sc(Nc2ccccc2)c1S(=O)(=O)c1ccccc1	/	-8
CCOc1ccc2nc(-c3ccc(OC)c(OC)c3)cc(C(=O)O)c2c1	-5	5
CCN(CC)C(=O)CSc1nnc(-c2ccco2)n1N	/	2
Cc1cc(C(N)=O)c2ccccc2n1	-1	-28
COc1cc2c3nnc(-c4ccc(F)cc4)c-3cn(Cc3ccccc3)c2cc1OC	/	17
O=C(C1=C[C@H](c2ccc(C(F)(F)F)cc2)C[C@H](OCCCCO)O1)N1CCOCC1	/	-10
COc1ccc(CNC(=O)COC(=O)c2n[nH]c3ccccc23)cc1	-8	8
O=C(O)CSCC(=O)Nc1ccccc1	/	14
CCOC(=O)c1ccc(NC(=O)Cn2nnc(-c3ccccc3C)n2)cc1	-7	-13
COC(=O)C1=C(C)NC2=C(C(=O)CC(C)(C)C2)C1c1cn(Cc2ccc(Br)cc2)nc1-c1ccccc1 (centres undefined)	/	5
Cc1ccc(NC(=O)CSCC#N)cc1	/	-11
C=C(C)c1cccc(C(C)(C)NC(=O)NCC2CCCO2)c1 (centres undefined)	-15	-17
C=CCn1c(SCC(=O)Nc2nccs2)nnc1-c1ccco1	/	-5
CNCC(O)c1cccc(OC(=O)c2ccccc2C)c1 (centres undefined)	-9	/

Some of these compounds in order of count of non-hydrogen atoms, lowest first:
SMILES	HIV RNase H inh	RmlCD inh mix
Cc1cc(C(N)=O)c2ccccc2n1	-1	-28
COC(=O)C1=C(C)N(CC(C)C)C(=O)C1	/	-5
c1cncc(-c2nnc(-c3ccco3)o2)c1	-7	-10
Cc1ccc2nc(-c3cccc(N)c3)oc2c1	/	9
CCOC(=O)COc1ccccc1-c1ccno1	/	-11
O=C1C2CC=CCC2C(=O)N1CNc1ccccc1 (centres undefined)	/	10
Cc1oc2ccc(OC(=O)N(C)C)cc2c1C(=O)OC(C)C	-10	-8
c1ccc2c(c1)OCC(c1nnc3n1-c1ccccc1SC3)O2 (centres undefined)	-27	3
O=C(Nc1ccc2nc3n(c(=O)c2c1)CCCCC3)c1ccccn1	-7	-7
COc1cc(C=O)cc(OC)c1OS(=O)(=O)c1ccc(NC(C)=O)cc1	/	8
Cn1ncc(N=Cc2c(O)ccc3ccccc23)c1C(=O)N1CCOCC1	-4	10
Cn1c(=O)c2c(nc(Sc3ncccn3)n2Cc2ccc(Cl)cc2)n(C)c1=O	-17	-13
Cn1c(=O)c2c(nc(NCCc3ccccc3)n2Cc2ccccc2)n(C)c1=O	-9	6
NC1=NC[C@H](Cc2ccc(O)cc2)N1CCc1cc(C(F)(F)F)cc(C(F)(F)F)c1	/	4
CCn1c(NCc2cc(Br)ccc2NS(=O)(=O)c2ccc(C)cc2)nc2ccccc21	/	5
Cc1nn(Cc2c(F)c(F)c(F)c(F)c2F)c(C)c1NC(=O)c1c([N+](=O)[O-])c(C)nn1C	/	-15
CCCn1c(=N)c(C(=O)NCc2ccc3c(c2)OCO3)cc2c(=O)n3cccc(C)c3nc21	-5	-38
COCCCNC(=O)C(Cc1ccccc1)NS(=O)(=O)c1ccc2c(c1)c(=O)n(C)c(=O)n2C (centres undefined)	4	-7
COc1ccc(CN(C(=O)c2nsc(Cl)c2Cl)C(C(=O)NC2CCCCC2)c2ccc(OC)cc2)cc1 (centres undefined)	/	-13

(cont.)
SMILES	HIV RNase H inh	RmlCD inh mix
O=c1cc(NC2CCCCCC2)[nH]c(=O)[nH]1	-7	-1
CCCCOc1ccc(C(=O)NCC(=O)NCC(=O)OCC)cc1	-7	-21
COC(=O)c1sccc1NC(=O)c1csc(C)c1	-28	7
Cc1ccc(CN2C(=O)CCC2(C)C(=O)NCc2cccnc2)cc1 (centres undefined)	/	5
CC(=O)n1cc([C@H]2C=C(C(=O)N3CCOCC3)O[C@@H](OCc3ccc(CO)cc3)C2)c2ccccc21	/	31
CN(Cc1cccs1)S(=O)(=O)c1cccs1	-50	10
Cc1cc(C)n(C(=O)CCCCCCCC(=O)n2nc(C)cc2C)n1	/	-3
COc1ccc(C)cc1NC(=O)CSc1nnc(-c2ccco2)n1Cc1ccco1	-5	-2
CC(C)=CCc1cc([C@@H]2COc3c(ccc4c3C=CC(C)(C)O4)C2)c(O)cc1O	/	-7
CCC(C(=O)N1CCN(C(=O)c2ccco2)CC1)c1ccccc1 (centres undefined)	/	-14
NC(=O)C1CCN(C(=O)CSc2nc3c(c(-c4ccccc4)n2)CCCC3)CC1	-8	-17
O=C(c1ccc(=O)[nH]c1)N(Cc1ccco1)C1(C(=O)NC2CCCCC2)CCCCC1	2	/
COc1ccc(-c2noc3c2-c2nc(C(C)C)sc2CC3)cc1	/	-8
COc1ccc(OC)c(N(CC(=O)N2CCCCC2)S(=O)(=O)c2ccc(OC)c(OC)c2)c1	/	-20

Not all compounds are listed (hit frequency here may not be typical).
